Source: PubChem (National Center for Advancing Translational Sciences (NCATS))
POLH inh: inhibitors of human DNA polymerase eta; recombinant Pol eta, fluorescent DNA replication assay; Potency, µM (titrated, usually from 114 µM), inactives show at the top dose activity change, negative = inhibition, most hits filed as inhibitors; 390,000 compounds, 1.2% hits; AID 588591; also: potency is read from the fitted curve at half-maximal effect; % is scaled to controls: 0 for no effect and ±100 for the full control effect
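Pol eta at 10 nM preincubated with compounds 15 min at room temperature; reaction started with fluorescent substrate (50 nM final) and read kinetically at 0 and 10 min.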
Tb PGK inh: T. brucei PGK inhibition; PGK/GAPDH coupled, Kinase-Glo luminescence, 60 min; Potency, µM (top dose mostly 57.5 µM), without a hit: at the highest dose activity change, negative = inhibition, hits mostly inhibitors; 380,000 compounds, 0.043% hits; AID 602233; also: potency is read from the fitted curve at half-maximal effect; % is scaled to controls: 0 for no effect and ±100 for the full control effect; nearly all actives have a fitted effect of over 60% in size
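Luminescent ATP detection (Kinase-Glo Plus) follows a 60-minute room-temperature incubation, with wells lacking PGK as controls. Buffer: 100 mM TEA (pH 7.6), 5 mM MgCl2, 0.01% Tween-20. Coupling enzyme GAPDH (100 nM final) supplies unstable 1,3-BPG in-well.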
BAZ2B inh: BAZ2B (human) inhibition | Potency, µM (highest dose often 114 µM), for inactives: at the highest dose activity change, negative = inhibition, actives largely listed as inhibitors | AlphaScreen BAZ2B-H3K14Ac peptide displacement | 360,000 compounds, 4.4% hits | Q9UIF8; also: potency is read from the fitted curve at half-maximal effect; % is scaled to controls: 0 for no effect and ±100 for the full control effect; nearly all actives have a fitted effect of over 60% in size
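Protein-peptide AlphaScreen: BAZ2B 50 nM, b-H3K14Ac 50 nM, 1x PBS pH 7.4 + 0.01% Tween-20. Preincubation 30 min RT; cpd 30 min RT (top 110 uM); beads 20 min RT, light-protected.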
GLS inhibitor: blocks human kidney-isoform glutaminase activity | GLS enzymatic activity, qHTS titration | Potency, µM (series often up to 45.5 µM), for the others: at the highest dose activity change, negative = inhibition, actives largely listed as inhibitors | 410,000 compounds, 0.21% hits; also: potency is read from the fitted curve at half-maximal effect; % is scaled to controls: 0 for no effect and ±100 for the full control effect
Target sequence (O94925 whole entry, looked up, canonical isoform): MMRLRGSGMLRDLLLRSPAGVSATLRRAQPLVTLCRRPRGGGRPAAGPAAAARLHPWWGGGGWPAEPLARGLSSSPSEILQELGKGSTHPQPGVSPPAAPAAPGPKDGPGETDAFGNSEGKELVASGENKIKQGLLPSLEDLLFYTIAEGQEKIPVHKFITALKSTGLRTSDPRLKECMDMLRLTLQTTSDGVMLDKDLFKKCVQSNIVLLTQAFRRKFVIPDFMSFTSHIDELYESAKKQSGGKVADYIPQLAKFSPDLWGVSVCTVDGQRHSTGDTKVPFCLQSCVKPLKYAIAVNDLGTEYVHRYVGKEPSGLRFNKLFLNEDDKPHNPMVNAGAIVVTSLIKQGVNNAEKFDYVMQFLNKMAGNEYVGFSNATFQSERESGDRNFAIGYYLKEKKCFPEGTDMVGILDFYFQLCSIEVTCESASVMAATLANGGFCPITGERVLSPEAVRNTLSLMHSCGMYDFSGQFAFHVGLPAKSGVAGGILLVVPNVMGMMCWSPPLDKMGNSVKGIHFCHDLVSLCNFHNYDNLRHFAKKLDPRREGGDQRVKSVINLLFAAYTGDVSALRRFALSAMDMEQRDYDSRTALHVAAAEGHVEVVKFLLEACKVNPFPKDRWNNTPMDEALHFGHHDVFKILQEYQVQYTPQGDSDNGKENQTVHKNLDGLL
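hKGA in 45 mM KH2PO4 pH 8.2, 0.02% Tween-20 with pin-transferred compounds; 1 mM L-glutamine (stock) plus glutamate oxidase/HRP/Amplex Red coupling added. Fluorescence read initially and after 30 min at RT.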
JMJD2A Tudor: inhibitors of human JMJD2A Tudor domain; AlphaScreen JMJD2A-Tudor / H3K4me3 peptide binding; 390,000 compounds, 4.4% hits; Potency, µM (titrated, usually from 114 µM), inactives show top-dose activity change, negative = inhibition, actives largely listed as inhibitors; O75164; also: potency is read from the fitted curve at half-maximal effect; % is scaled to controls: 0 for no effect and ±100 for the full control effect; nearly all actives have a fitted effect of over 50% in size
G9a inh: G9a (human) methyltransferase inhibition | G9a H3K9 monomethylation, AlphaScreen, 2 h | 350,000 compounds, 8.8% hits | Potency, µM (titrated, usually from 102 µM), inactives show at the highest dose activity, negative = inhibition, usual class: inhibitors | AID 504332 | Q96KQ7; also: potency is read from the fitted curve at half-maximal effect; % is scaled to controls: 0 for no effect and ±100 for the full control effect; nearly all actives have a fitted effect of over 75% in size
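Chemiluminescent proximity detection of H3K9 monomethylation, read after 10 min bead incubation in the dark. Reaction: 20 nM G9a, 500 nM biotin-H3K9 peptide, 20 uM SAM cofactor, 2 h, room temperature, following 15 min enzyme-compound preincubation.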
Pin1 inhibitor: human Pin1 inhibition; Potency, µM (top dose mostly 115 µM), for inactives: at the highest dose activity, negative = inhibition, actives largely listed as inhibitors; Pin1 FP peptide displacement, HiFluor488, 10 min; Q13526; 390,000 compounds, 0.009% hits; active = well fitted inhibition curve with a large enough effect in the polarisation, with a control signal flat, not every such curve was filed as active; inconclusive = small, poorly fitted or top-dose-only effect, or effect the other way, or a change in a side signal; inactive = no such curve, though single readings can be large or run the other way; the % refers to the polarisation; also: potency is read from the fitted curve at half-maximal effect; % is scaled to controls: 0 for no effect and ±100 for the full control effect
HP1b binding inh: HP1-beta chromodomain-methylated histone interaction inhibition; 390,000 compounds, 0.56% hits; AID 540317; AlphaScreen HP1-beta / biotin-H3K9me3 peptide binding; Potency, µM (top dose mostly 114 µM), inactives show top-dose activity change, negative = inhibition, actives largely listed as inhibitors; P83916; also: potency is read from the fitted curve at half-maximal effect; nearly all actives have a fitted effect of over 70% in size; inactives centre near 23
Target sequence (P83916 whole entry, looked up): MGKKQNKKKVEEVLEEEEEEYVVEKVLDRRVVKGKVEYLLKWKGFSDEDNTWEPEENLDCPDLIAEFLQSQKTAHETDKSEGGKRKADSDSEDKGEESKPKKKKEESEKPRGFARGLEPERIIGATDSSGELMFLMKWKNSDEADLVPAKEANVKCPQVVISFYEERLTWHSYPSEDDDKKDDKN
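HP1-beta protein (50 nM final) preincubated 30 min at room temperature with biotinylated H3(1-18)K9me3 peptide (50 nM) in PBS pH 7.4, 0.01% Tween-20, then compound added for 30 min. AlphaScreen streptavidin donor/nickel chelate acceptor beads (10 ug/mL final), 30 min dark, luminescence read.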
PI4K2A inh: blocks human PI4K2A kinase activity; Q9BTU6; purified PI4K2A, ADP-Glo luminescence, 1 h; hits give low values; activity change, negative = inhibition, % at 76.9 µM; 420,000 compounds, 0.13% hits; AID 1346378; in the data active = activity change below about -50%; inconclusive = mostly about -30% to -49%;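 also: -100% = wells without enzyme as full effect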
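ADP-Glo luminescence measured ADP generated by PI4K2A enzyme (4 ug/mL before mixing) with 1.2 mM PI substrate (pre-mix) and 300 microM ATP (pre-mix). Tris pH7.5 buffer with MgCl2, Triton X-100; 1 h reaction at ambient temperature.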
An asterisk follows results filed as active; i = inactive; ? = inconclusive; . = not tested or not shown; & = joins results of further samples; [ ] = remark or other dose. Unless noted, calls follow the shape of the dose curve; as a rule, active = well fitted curve in the direction sought with a large enough effect; inconclusive = small, poorly fitted or top-dose-only effect, or another doubt; inactive = no such curve, though single readings can be large; an effect the other way counts as inactive or inconclusive. An excerpt; rates above refer to the full screens.

HP1b binding inh,GLS inhibitor,JMJD2A Tudor,Pin1 inhibitor,POLH inh,BAZ2B inh,PI4K2A inh,structure,G9a inh,Tb PGK inh
53%&22%[activator],0%&1%,-2%&7%,11%&-3%,-13%&-8%,-2%&-6%,6&1,Cc1ccc(NC(=O)CCOc2ccccc2)cc1,10%,11%&0%
8%,0%,-7%,-1%,9%,-9%,3,COc1ccccc1OCC(=O)OCC(=O)Nc1ncc(Cl)cc1Cl,-9%[12.7 µM],-10%
39%[activator],-3%,-4%,-1%,-8%,-2%,0,CO/N=C(\CCC(=O)O)c1cccs1,3%,1%
-2%,-21%,-17%,6%,-12%,11%,8,Cn1c(=O)c2ccccc2n(Cc2ccccc2Cl)c1=O,.,-10%
24%,21%,5%,-12%,.,5%,-1,COc1ccc(OCC(=O)NC(Cc2c[nH]c3ccccc23)C(=O)O)cc1 (centres undefined),-35%[59 µM],.
44%[activator],-17%,-8%,4%,-17%,-11%,3,COc1ccc(CCNC(=O)c2ccc3nc[nH]c3c2)cc1,.,-7%
26%,5%,1%,2%,-15%,1%,1,CC1CN(C(=O)COc2ccc3ccccc3c2Br)CC(C)O1 (centres undefined),.,5%
2%,-2%,-19%,-1%,-11%,9%,0,O=C(COC(=O)C1CCN(C(=O)c2ccc(Cl)cc2)CC1)Nc1ccccc1F,-8%[12.7 µM],-2%
33%,2%,-2%,-4%,-9%,0%,1,CC1CC(C)(C)NC(=S)N1CCC(=O)N1CCN(Cc2ccccc2)CC1 (centres undefined),6%,i
208%[activator],5%,109%[activator],4%,-21%,.,1,COC(=O)c1c(-c2ccccc2)noc1-c1ccccc1,.,-12%
8%,14%,-18%,-2%,?,-2%,-1,Cc1ccc(NC(=O)COc2ccc(-n3cnnn3)cc2)cc1C,18%[59 µM],-7%
64%[activator],-4%,-14%,2%,-2%,19%,1,CCOC(=O)c1ccc(NC(=O)c2ccc(CN3C(=O)CCn4nc(C)cc43)cc2)cc1,-3%[59 µM],i
?,-8%,?,6%,-15%,?,4,COCCn1c(-c2ccc(Cl)cc2)cnc1SCC(=O)NCc1cccs1,45µM*,-1%
43%[activator],0%,-4%,-10%,-11%,-2%[57.1 µM],4,CCn1c(=S)[nH]c2nc3c(cc2c1=O)CCCC3,22%,-11%
43%,1%,5%,-1%,-11%,4%,4,Clc1cccc(Cl)c1Cn1nnc(-c2cccs2)n1,0%[59 µM],-2%
-58%,-15%,56µM*,-9%,2.5µM*,-8%,1,O=C(CSc1nc2ccccc2c(=O)[nH]1)c1ccc(O)c(O)c1,5%[12.7 µM],?
26%,2%,-25%,5%,-20%,-21%,1,CCOC(=O)c1cccc(NC(=O)[C@H](CSCc2ccccc2)N2Cc3ccccc3C2=O)c1,-35%[59 µM],-7%
24%,-5%,-3%,-8%,-19%,-4%,2,COc1ccc(C2(C)CC(=O)NC2=O)cc1 (centres undefined),19%,-8%
44%[activator],-20%,-1%,9%,-17%,-4%,3,O=C(CNC(=S)N(Cc1ccccc1)Cc1ccccc1F)NCc1ccccc1,2%,-3%
18%,2%,-11%,?,-18%,-7%,?,CCOc1ccc(NC(=O)CSc2nc(NS(=O)(=O)c3ccc(C)cc3)cc(=O)[nH]2)cc1,-5%,-2%
24%,-12%,-1%,-7%,-15%,1%,?,COc1cccc(NC(=O)c2ccc3c(c2)OCCO3)c1,8%,?
.,4%,.,.,?,.,0,CC(C)C#Cc1ccc2c(c1)O[C@@H](CN(C)S(=O)(=O)c1cn(C)cn1)[C@@H](C)CN([C@H](C)CO)S2(=O)=O,.,-3%
20%,-1%,-10%[11.4 µM],-4%,9%,-19%,6,COC(=O)c1ccccc1NC(=O)Cn1c(=O)n(CCC(=O)NC2CCN(Cc3ccccc3)CC2)c(=O)c2ccccc21,.,5%
30%[activator],-3%,3%,-1%,3%,-4%,13,CCCCN(CCCC)c1nc2ccccc2nc1C(C#N)C(=O)NCCCOC (centres undefined),3%,-10%
10%,15%,-31%,5%,-3%,.,4,COc1ccc(NC(=O)CN(C)C(=O)c2cccc(S(=O)(=O)N3CCN(c4ccc(F)cc4)CC3)c2)cc1,.,-7%
16%,-4%,-12%,-4%,-23%,-6%,0,CN1CCN(S(=O)(=O)c2ccc(NC(=O)c3ccccc3F)cc2)CC1,.,-13%
13%,10%,-1%,2%,11%,1%,-4,CCn1c(SCC(=O)Nc2cc(C)on2)nnc1-c1ccccc1,-6%[59 µM],-6%
14%[57 µM],6%,-6%,-3%,1%,.,2,C[C@@H](C(=O)NNC(=O)c1ccc(Cl)cc1)N1C(=O)C2CC=CCC2C1=O (some centres undefined),.,-4%
32%,-5%,-8%,-1%,-8%,3%,-2,COc1cc(OC)cc(C(=O)NC(C)CCc2ccccc2)c1 (centres undefined),.,-1%
25%,11%,-14%,-13%,-14%,7%,-1,Cc1cccc(-c2nn(-c3ccccc3)cc2C(=O)N2CCN(C3CCS(=O)(=O)C3)CC2)c1 (centres undefined),-5%[59 µM],-8%
37%,-7%,-21%,8%,-8%,-13%,2,C=CCn1c(SCC(=O)c2ccc(F)cc2)nnc1-c1ccc2c(c1)OCO2,-8%[59 µM],1%
40%[activator],3%,-8%,-3%,-15%,-8%,-11,Cc1nn(C)c(C(=O)NNC(=S)NCC(C)C)c1Cl,-19%,6%
29%,-3%,-17%,2%,-21%,.,-4,OC(COc1ccccc1)CN1CCN(c2ccccc2)CC1 (centres undefined),.,i
96%[activator],-3%,30%,-1%,-6%,18%,1,COc1ccccc1Nc1nc(-c2ccccc2Cl)c2cc(Br)ccc2n1,0%[59 µM],-6%
26%,0%,-15%,12%,-16%,-13%,-1,Cc1sc2nc(C3CC3)nc(SCC(=O)NCc3ccco3)c2c1C,50µM*,-12%
21%,15%,-6%,1%,6%,6%,-11,NS(=O)(=O)c1ccc(NC(=O)C2CCCO2)cc1 (centres undefined),7%[2.33 µM],-2%[11.5 µM]
44%[activator],2%,-5%,-1%,-15%,5%,-2,O=C(CNC(=O)C1CCCCC1)Nc1ccccc1,18%[59 µM],-6%
21%,-5%,-15%,-2%,-10%,7%,5,OC(COc1ccc2ccccc2c1Cl)CN1CCOCC1 (centres undefined),2%[59 µM],-2%
28%,4%,-3%,-2%,-12%,1%,5,COc1ccc(C(=O)NC(=S)Nc2ccc3[nH]c(=O)[nH]c3c2)c(OC)c1,2%,0%
0%,11%,-11%,-4%,-6%,2%,-3,COC(=O)c1cc(CNC(=O)CCCSc2ccccc2)ccc1OC,?,-5%
?,4%,28µM*,0%,-10%,40µM*,-8,CCCOc1ccc2c(c1)C(=NN=C(N)N)c1cc(OCCC)ccc1-2,?,-2%
13%,3%,-18%,-8%,-16%,1%,-2,Cc1ccc(C(=O)OCC(=O)NCc2ccco2)cc1S(=O)(=O)N1CCOCC1,-11%,0%
68%[activator],2%,-6%,2%,-13%,8%,-10,CC(C(=O)Nc1ccccc1Sc1ccccc1)N(c1ccccc1)S(C)(=O)=O (centres undefined),62%[activator][59 µM],-3%
41%[activator],-2%,-8%,-8%,-25%,-6%,1,CCN(CC)S(=O)(=O)c1cc(C(=O)OCC(=O)Nc2c(F)cccc2F)ccc1F,41%[59 µM],-3%
